# DUSP3 inh – blocks the human dual specificity phosphatase VHR1 | P51452 | recombinant VHR phosphatase, colorimetric substrate read-out | inhibition, % at 20 µM | 50,000 compounds, 0.7% hits | AID 1992; in the data active = inhibition above about 60%; also: some results filed as inactive read as strong as hits
# Target sequence (P51452 whole entry, looked up): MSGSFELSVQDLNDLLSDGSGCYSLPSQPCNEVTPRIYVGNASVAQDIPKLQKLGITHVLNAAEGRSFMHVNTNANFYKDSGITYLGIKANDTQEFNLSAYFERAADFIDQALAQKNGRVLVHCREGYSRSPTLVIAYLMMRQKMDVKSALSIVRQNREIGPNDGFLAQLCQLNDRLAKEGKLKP
# An asterisk follows results filed as active. Not all compounds are listed. The share of hits here may be higher or lower than overall.
Compound | DUSP3 inh
COc1cc(C(=O)NC(C)C2CC3CCC2C3)cc(OC)c1OC (centres undefined) | -20
c1ccc(-c2ccc(Oc3nc4ccccc4n4cnnc34)cc2)cc1 | -13
O=C(Nc1cccc(Br)c1)C1C2CC/C=C\CCC21 (centres undefined) | -7
CCN1C(=O)/C(=C\c2cn(Cc3ccc(F)cc3)c3ccccc23)SC1=S | -18
CCOc1ccc(-c2cc(C(=O)NC3CCCC3)c3ccccc3n2)cc1 | -17
C=CCOc1ccc(/C=C/C(=O)c2ccc(Cl)cc2)cc1OC | 10
Cc1nc2c(=O)[nH]c3ccccc3c2o1 | -39
CC1(C(=O)Nc2cccc3ccccc23)CCCCC1 | -26
CCOC(=O)Cc1nnc2c(NC(C)C)nc3nonc3n12 | -9
COc1ccc(/C=C/C(=O)NCc2ccc(Cl)cc2)cc1OC | -12
C=CCc1c(C)nc2cc(-c3cccc(C)c3)[nH]n2c1=O | -14
Cc1ccc(C(=O)N2CCN(c3ccc([N+](=O)[O-])cc3)CC2)cc1C | 4
O=C1NC(=O)C(=Cc2ccc(-c3cccc(Br)c3)o2)C(=O)N1 | -6
NNc1nc(-c2ccccc2)c2cc(Br)ccc2n1 | 9
COc1cccc(OC)c1C(=O)Nc1cc(Cl)cc(Cl)c1 | -20

# A section from the list above, as a working copy:
Compound | DUSP3 inh
O=C(Nc1cccc(Br)c1)C1C2CC/C=C\CCC21 (centres undefined) | -7
CCN1C(=O)/C(=C\c2cn(Cc3ccc(F)cc3)c3ccccc23)SC1=S | -18
CCOc1ccc(-c2cc(C(=O)NC3CCCC3)c3ccccc3n2)cc1 | -17
C=CCOc1ccc(/C=C/C(=O)c2ccc(Cl)cc2)cc1OC | 10
Cc1nc2c(=O)[nH]c3ccccc3c2o1 | -39
CC1(C(=O)Nc2cccc3ccccc23)CCCCC1 | -26

# Remaining list, next part
Compound | DUSP3 inh
CC1=C(C(=O)OCc2ccccc2)C(c2c(F)cccc2Cl)CC(=O)N1 (centres undefined) | 112*
O=C(c1ccc(F)c(F)c1)N1CCN(c2cc(N3CCCC3)c(F)cc2[N+](=O)[O-])CC1 | -1
NC(=O)C(F)(Cl)c1c(F)c(F)c(F)c(-c2ccccc2)c1-c1ccccc1 (centres undefined) | 7
O=S(=O)(Nc1ccc2c(c1)OCO2)c1ccc2ccccc2c1 | -25
CCC(C)c1ccccc1OCC(=O)Nc1cc(C(=O)O)cc(C(=O)O)c1 (centres undefined) | -8
O=C(COc1ccccc1[N+](=O)[O-])Nc1cccc(Cl)c1Cl | -1
N#CC(C#N)=Cc1ccc(-c2ccc3c(c2)COC3=O)o1 | 99
CCOC(=O)N/N=C/c1ccccc1F | -12
COc1ccc(N(C(C)C(=O)NN=C2CCN(C)CC2)S(C)(=O)=O)cc1 (centres undefined) | -43
COc1ccc(-c2n[nH]c(=S)n2-c2ccccc2)cc1 | 8
CCCc1c(C)c2ccccc2[nH]c1=O | 0
Cc1[nH]n(-c2ccccc2)c(=O)c1/C=N/c1nnc(-c2ccccc2)s1 | -16
Cc1nn(-c2ccccc2)c2c1C(c1ccc(O)cc1)C(C#N)=C(N)O2 (centres undefined) | 6
Cc1c(N2C(=O)CCCC2=O)c(=O)n(-c2ccccc2)n1C | -17
COC(=O)C1=C(C)N(c2cc(C)cc(C)c2)/C(=C\c2sccc2C)C1=O | -15

# (cont.)
Compound | DUSP3 inh
Cc1cc(C)nc(SCC(O)COCc2ccccc2)n1 (centres undefined) | 54
COc1ccc(-n2c(-c3ccccc3F)nc3ccccc3c2=O)cc1 | 0
C/C(=N\NC(=O)c1ccccn1)c1ccc(F)cc1 | -14
COc1ccccc1NC(=O)CC1CCCCC1 | 6
O=C(Nc1ccccc1C(=O)c1ccccc1)c1ccccc1 | -29
CCN(CC)CCN1C(=O)C(O)=C(C(=O)/C=C/c2ccccc2)C1c1cccc(F)c1 (centres undefined) | -13
O=S(=O)(O)c1cc(-n2nc3ccc4c(S(=O)(=O)O)cccc4c3n2)ccc1/C=C/c1ccccc1 | 9
COC(=O)c1cc(NC(=O)c2ccc(-c3ccc(Cl)cc3)o2)cc(C(=O)OC)c1 | 2
O=C(CN(c1cccc([N+](=O)[O-])c1)S(=O)(=O)c1ccccc1)NCc1ccco1 | -17
O=C(COc1cccc2ccccc12)Nn1cnnc1 | -12
Fc1ccc(NC(=S)N2CCN(c3ncccn3)CC2)cc1 | -3
CCN(CC)c1ccc(/C=C2/C(=O)NN(c3ccc(Br)cc3)C2=O)c(O)c1 | -19
CCCCSc1nc2ccccc2c(=O)n1-c1ccccc1OC | -9
C=CCNC(=O)C(=O)N/N=C/c1ccccc1 | 1
Cc1ccc(S(=O)(=O)Oc2ccccc2C(=S)N2CCOCC2)cc1 | 4

# Part of the list above, reformatted.
CCN(CC)CCN1C(=O)C(O)=C(C(=O)/C=C/c2ccccc2)C1c1cccc(F)c1 (centres undefined)
- DUSP3 inh: -13

O=S(=O)(O)c1cc(-n2nc3ccc4c(S(=O)(=O)O)cccc4c3n2)ccc1/C=C/c1ccccc1
- DUSP3 inh: 9

# Following part.
Compound | DUSP3 inh
O=C(O)CCC(NC(=O)c1ccc(I)cc1)C(=O)O (centres undefined) | -10
COc1ccc(C(=O)/C=C/Nc2ccc(Cl)cc2[N+](=O)[O-])cc1OC | -2
COc1ccc(N(CC(=O)Nc2cccc(Br)c2)S(C)(=O)=O)c(OC)c1 | -8
CCCC(=O)Nc1cccc(NC(=O)c2cc3ccccc3o2)c1 | -11
O=C(Nc1ccccc1)N1CCN(Cc2ccc3c(c2)OCO3)CC1 | 101*
O=C(Nc1cccc(-c2nc3ccccc3s2)c1)c1ccc(Cl)cc1Cl | -15
O=C1NC(=Nc2ccc(O)cc2)S/C1=C\c1ccccc1 | 9
COC(=O)C(c1ccccc1)c1ccccc1 | -18
Cc1cc(C)n(Cc2cc(C)c(Cn3nc(C)cc3C)cc2C)n1 | -23
CCCC1=NN(C(=O)Cc2ccc([N+](=O)[O-])cc2)C(O)(C(F)(F)F)C1 (centres undefined) | -8
O=C(Nc1ccc2c(c1)OCO2)c1cc([N+](=O)[O-])ccc1Cl | -22
O=C(c1ccc(F)cc1)N1CCN(S(=O)(=O)c2ccc(Cl)cc2)CC1 | -1
NC(=O)C1CCN(C(=O)c2ccccc2F)CC1 | -12
C=CCSc1nc2ccccc2n1C(=O)c1ccc2c(c1)OCO2 | -6
COC(=O)CN(c1cc(OC)ccc1OC)S(C)(=O)=O | -13

# By substructure: the compounds so far with an NH in an aromatic ring.
Compound | DUSP3 inh
Cc1nc2c(=O)[nH]c3ccccc3c2o1 | -39
C=CCc1c(C)nc2cc(-c3cccc(C)c3)[nH]n2c1=O | -14
COc1ccc(-c2n[nH]c(=S)n2-c2ccccc2)cc1 | 8
CCCc1c(C)c2ccccc2[nH]c1=O | 0
Cc1[nH]n(-c2ccccc2)c(=O)c1/C=N/c1nnc(-c2ccccc2)s1 | -16

# Further structures follow.
Compound | DUSP3 inh
O=C(c1ccc([N+](=O)[O-])cc1Cl)N1CCC(Cc2ccccc2)CC1 | 0
CCOc1ccc2ccccc2c1/C=C1\C(=O)NC(=S)N(c2ccccc2)C1=O | 22
CCc1nnc(NC(=O)C2CCCO2)s1 (centres undefined) | -2
COc1cc(NC(=O)COc2ccc(Br)cc2)cc(OC)c1 | -13
Cc1cc2c(cc1C)NC(c1ccc(OC(F)(F)F)cc1)C1=C(CC(C)(C)CC1=O)N2 (centres undefined) | -3
Cc1cccc(-n2c(-c3cccs3)nc3ccccc3c2=O)c1 | 61
COc1ccc(O)c(C(=O)CC(=O)c2ccccc2Cl)c1 | 1
Cc1ccc(C2CC(C(F)(F)F)n3nc(C(=O)N(Cc4ccccc4)Cc4ccccc4)cc3N2)cc1 (centres undefined) | -8
Cc1cc2ncn(C(=O)c3ccc(-c4ccccc4)cc3)c2cc1C | -10
CC(C)CCNC(=O)c1cc(-c2ccccc2)nc2ccccc12 | -11
COc1ccc(NC(=O)CN(c2ccc(Cl)cc2)S(C)(=O)=O)c(OC)c1 | -12
O=C(/C=C/c1ccc([N+](=O)[O-])cc1)C1C(=O)c2ccccc2C1=O | -2
O=C1N=C(N2CCOCC2)S/C1=C/c1ccc(Cl)cc1 | -4
Cc1ccc(SC2CC(=O)N(c3ccccc3C(F)(F)F)C2=O)cc1 (centres undefined) | -30
CC(C)C(=O)Nc1nnc(Cc2cccc(Br)c2)s1 | 12

# New compounds follow:
Compound | DUSP3 inh
Cc1ccc(/C(N)=N/OC(=O)c2ccccc2I)cc1 | 6
COc1ccccc1C(=O)Nc1nnc(C(C)(C)C)s1 | -9
CCCOc1ccc(C(=O)Nc2ncc(Cc3ccc(F)cc3)s2)cc1 | -1
O=C1NC(=O)C(=Cc2ccc(Cl)c([N+](=O)[O-])c2)C(=O)N1 | -1
CC(=O)Nc1ccc(N2C(=O)CSC23C(=O)Nc2ccccc23)cc1 (centres undefined) | -12
COC(=O)c1ccc(NC(=O)CC2Nc3ccccc3NC2=O)cc1 (centres undefined) | -3
NS(=O)(=O)c1ccc(NC(=S)NC(=O)c2sc3cc(F)ccc3c2Cl)cc1 | -8
C=CCN1C(=O)/C(=C\c2ccc(O)c(OCC)c2)C(=O)NC1=S | 8
CC(=O)Nc1ccccc1NS(=O)(=O)c1ccc(Cl)cc1 | 5
Cc1cc(C)n(C(=O)c2cc([N+](=O)[O-])ccc2Cl)n1 | -2
Cc1cccc(OCCCN2CCCC2)c1 | -8
COc1cc(/C=C(\C#N)C(=O)c2ccccc2)ccc1O | 14
COC(=O)C1=C(C(=O)OC)SC(=C2C(=S)C(C)(C)N(C(=O)c3ccc(OC)cc3)c3ccc(OC)cc32)S1 | -26
COc1ccc(/C=C/C(=O)NCCc2c[nH]c3ccccc23)cc1OC | -4
O=C1NC(=O)N(c2ccc(Cl)cc2)C(=O)/C1=C/c1cccs1 | -13

# The listing continues:
Compound | DUSP3 inh
O=c1c2ccccc2nc2ccc3nnnn3n12 | 3
O=C(c1ccccc1)N1CC[C@H](O)[C@@H]2CCCC[C@H]21 | -9
O=C(CSC1=NCCS1)c1ccc(Cl)cc1 | -1
CCCc1cc(=O)oc2cc(OCc3ccccc3Cl)ccc12 | 15
Cn1cnc2cc(Nc3nnc(-c4ccc(Cl)cc4)c4ccccc34)ccc21 | 1
Cc1ccc(S(=O)(=O)NC2=NCN(Cc3ccccc3)CN2)cc1 | -71
O=C(O)CN(Cc1ccco1)S(=O)(=O)c1ccccc1 | -6
O=C(Cc1ccc(Cl)cc1)N1CCN(C/C=C/c2ccccc2)CC1 | -13
O=C(Nc1ccc2nn(-c3ccc(F)cc3)nc2c1)c1cccnc1 | -1
Cc1cc(OCC(=O)Nc2ccc(NC(=O)c3ccco3)cc2)ccc1Cl | -4
COc1cc([N+](=O)[O-])ccc1-c1ccc(/C=C2/C(=N)N3N=C(C(C)C)SC3=NC2=O)o1 | -5
Cc1nc(-c2ccccc2)sc1C(=O)NCc1ccccc1 | -14
Cc1cc(Cl)c(OCCCN2CCCCC2)c(Cl)c1 | -24
Cc1ccc(C(=O)N/C(=C\c2ccc(-c3cc(Cl)ccc3Cl)o2)C(=O)NCc2ccco2)cc1 | 8
CC(C)(C)c1ccc(OCC(=O)Nc2nccs2)cc1 | -1

# Going on with the list.
Compound | DUSP3 inh
Cc1ccccc1N1C(=O)C2C3c4ccccc4C(C)(c4ccccc43)C2C1=O (centres undefined) | 3
O=C(COc1ccc([N+](=O)[O-])cc1)Nc1ccc2oc(-c3ccc(Br)cc3)nc2c1 | 0
COCCNC(=O)/C(=C/c1ccc(-c2cc(Cl)ccc2Cl)o1)NC(=O)c1ccc(C)cc1 | 0
CC(=O)COc1ccc2c(C)cc(=O)oc2c1 | 17
O=C(CCN1CCOCC1)NC12CC3CC(CC(C3)C1)C2 | -3
COc1nsnc1NS(=O)(=O)c1ccc(NC(=S)NC(=O)c2sc3cc(F)ccc3c2Cl)cc1 | -27
O=C(Nc1ccccc1)c1ccc(NS(=O)(=O)c2ccc(Br)cc2)cc1 | -11
Cc1ccc(NCCC(=O)c2ccc(Cl)c(Cl)c2)cc1 | -9
O=[N+]([O-])c1ccccc1NCCNS(=O)(=O)c1ccccc1 | -20
CC(C)(C)C(=O)Nc1cccc(C(=O)NCc2ccc(CNC(=O)c3cccc(NC(=O)C(C)(C)C)c3)cc2)c1 | -16
CCn1c(O)c(/C=N/N=C2CCCC2)c2ccc(C3=NNC(=O)CC3)cc21 | 1
COc1cc(OC)cc(C(=O)Nc2cccc(C(C)=O)c2)c1 | -9
COc1cc(/C=C2/SC(=S)N(c3ccccc3)C2=O)ccc1OC(=O)c1ccc(F)cc1 | -6
CC(C(=O)O)N1C(=O)/C(=C/c2ccc3c(c2)OCO3)SC1=S (centres undefined) | -10
CCOC(=O)/C(C#N)=N\Nc1ccc(C(N)=O)cc1 | -35

# Additional compounds:
Compound | DUSP3 inh
COc1cc(C=O)ccc1OC(=O)c1cc(OC)c(OC)c(OC)c1 | -27
COc1ccc(C(=O)N2CCN(Cc3cccc(Cl)c3)CC2)cc1OC | 11
CC1(C)CC(=O)C=C(NCCN2CCN(C(=O)Nc3ccc(Cl)c(Cl)c3)CC2)C1 | 6
COc1ccc(-c2csc(NC(=O)/C=C/c3ccc(OC)c(S(=O)(=O)N4CCCCC4)c3)n2)cc1 | 12
Oc1c(/C=C2\C=Nc3ccccc32)sc(=S)n1-c1ccc(Cl)cc1 | -7
Cc1onc(-c2c(Cl)cccc2Cl)c1C(=O)Nc1ccc(S(N)(=O)=O)cc1 | -7
O=[N+]([O-])c1ccc2c(c1)S(=O)(=O)NC2=NCCC1=CCCCC1 | -8
CCOc1ccc(N2C(=O)NC(=O)/C(=C/c3ccc(C)cc3)C2=O)cc1 | -33
COc1cc(/C=C2/SC(=S)N(CC(=O)O)C2=O)ccc1OCc1ccc(Cl)cc1Cl | 16
CNC(=O)c1cc2cc(OC)ccc2n1CCN(C)C | -11
Cc1ccc2nc(NC(=O)C3CCCO3)sc2c1 (centres undefined) | -10
O=C(Nc1ccc([N+](=O)[O-])cn1)c1cc(Cl)ccc1Cl | 3
CC(=O)C1=C(O)C(=O)N(CC2CCCO2)C1c1ccc(F)cc1 (centres undefined) | -6
CCOC(=O)CSc1cc(C)nc2ccc(C)cc12 | -5
